C2C12 statin – protects C2C12 myotubes from simvastatin toxicity; ATP luminescence, 48 h; scaled: DMSO 0, geranylgeraniol control 100; rescue of ATP level, % at 7.49 µM; 0.78% of 330,000 active;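 active = mean ATP rescue above about 67%, or every replicate alone reaching that limit, limit read from the data, passing the limit was not always enough; inconclusive = no clear call, values can overlap the other calls; inactive = mean under the limit and some replicate under it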;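 also: myotubes were challenged with 10 µM simvastatin during compound exposure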
SIRT5 block – blocks human SIRT5 desuccinylation of peptide; 1.1% of 330,000 active; Q9NXA8; inhibition, % at 15 µM; AID 652115; Purified SirT5, succinyl-peptide AMC, trypsin-coupled fluorescence; in the data active = inhibition above about 15%; inconclusive = no clear call, values can overlap the other calls
Target sequence (Q9NXA8 whole entry, looked up): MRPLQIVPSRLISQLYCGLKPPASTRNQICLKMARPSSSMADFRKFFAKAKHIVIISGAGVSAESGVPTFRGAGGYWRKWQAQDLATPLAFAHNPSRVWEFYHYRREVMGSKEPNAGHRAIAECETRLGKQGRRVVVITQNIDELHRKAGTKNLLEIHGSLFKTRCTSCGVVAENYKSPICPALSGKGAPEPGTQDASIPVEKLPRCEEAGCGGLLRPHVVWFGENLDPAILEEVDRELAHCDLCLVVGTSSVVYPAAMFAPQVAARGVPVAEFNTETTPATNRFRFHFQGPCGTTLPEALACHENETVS
PglD inh – blocks C. jejuni PglD acetyltransferase activity. purified PglD enzyme, DTNB colorimetric CoA detection. inhibition, % at 12.5 µM. 0.098% of 360,000 active; in the data active = inhibition above about 16%, passing the limit was not always enough; inconclusive = no clear call, values can overlap the other calls; also: strong numbers were not always called active
E-selectin induc – E-selectin induction on HUVECs. 0.37% of 260,000 active. AID 686992. HUVEC E-selectin immunofluorescence imaging; normalized: neutral wells 0, TNF-alpha wells 100. activation, % at 7.58 µM. P16581;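 active = mean E-selectin-positive cell signal at least 10% of the positive control, reached in at least 60% of replicates, without over 20% cell loss; inconclusive = no rule given, readout overlaps actives, possibly toxicity-flagged; inactive = the rest, including those meeting only one limit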;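 also: in these data hits start at about 27%; measured in HUVEC primary endothelial cells; signal is the percent of cells scored E-selectin positive by PE staining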
Target sequence (P16581 whole entry, looked up): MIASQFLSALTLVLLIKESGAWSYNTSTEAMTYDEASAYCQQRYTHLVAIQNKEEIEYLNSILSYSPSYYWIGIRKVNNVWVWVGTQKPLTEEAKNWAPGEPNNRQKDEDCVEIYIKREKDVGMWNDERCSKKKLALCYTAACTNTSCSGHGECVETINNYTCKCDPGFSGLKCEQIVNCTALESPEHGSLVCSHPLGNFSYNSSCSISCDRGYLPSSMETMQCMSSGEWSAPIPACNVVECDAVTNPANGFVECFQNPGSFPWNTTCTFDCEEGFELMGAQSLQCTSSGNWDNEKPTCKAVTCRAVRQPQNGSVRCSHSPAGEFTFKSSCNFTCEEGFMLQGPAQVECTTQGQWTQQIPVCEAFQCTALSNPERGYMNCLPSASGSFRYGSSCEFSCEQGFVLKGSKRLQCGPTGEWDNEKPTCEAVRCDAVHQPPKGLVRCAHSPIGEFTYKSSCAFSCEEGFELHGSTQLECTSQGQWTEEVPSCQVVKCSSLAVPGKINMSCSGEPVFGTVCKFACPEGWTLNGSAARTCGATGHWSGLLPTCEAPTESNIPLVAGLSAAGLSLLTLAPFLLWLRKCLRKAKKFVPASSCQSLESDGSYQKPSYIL
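Material: HUVEC primary endothelial cells; Amount: 3,000 cells per well; Dosing: single concentration; Medium: EGM-2 growth medium on 0.1% gelatin-coated wells; Read-out basis: percent E-selectin-positive cells; Signal: immunofluorescence imaging; Control set: TNF-alpha, DMSO.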
DENV2 CPE – inhibitors of DENV2 cytopathic effect | DENV2-infected cells, cytopathic effect rescue, plate reader | CPE inhibition, % at 9.99 µM | 1.7% of 350,000 active | AID 651640; in the data active = CPE inhibition above about 20%, passing the limit was not always enough; inconclusive = no clear call, values can overlap the other calls; tested in BHK-21 cells;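 also: 0% = median of neutral control wells and 100% = median of positive control wells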
S100A4 MyoIIA – S100A4-myosin IIA interaction inhibition; P26447; S100A4/TAMRA-MyoIIA peptide fluorescence polarization; inhibition, % at 10.7 µM; 0.14% of 360,000 active;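 active = mean inhibition of at least 70% across replicates, with every replicate also reaching that level; inconclusive = mean inhibition reaches 70% but some replicates fall short; inactive = mean inhibition below 70%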
Target sequence (P26447 whole entry, looked up): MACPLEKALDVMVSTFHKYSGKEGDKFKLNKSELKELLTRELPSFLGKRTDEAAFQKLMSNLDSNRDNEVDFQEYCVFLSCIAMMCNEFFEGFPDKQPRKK
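assay system = human S100A4 monomer with TAMRA-labelled myosin IIA peptide | also added = labelled myosin peptide probe, 5 nM | incubation = 5 min between mix addition and reading | control set = DMSO and TFP controls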
ERp5 block – ERp5 (human) disulfide isomerase inhibition; ERp5 insulin aggregation, absorbance 650 nm, 90 min; inhibition, % at 9.99 µM; AID 651711; 0.05% of 350,000 active;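 active = mean replicate inhibition above about 25%, with every replicate also reaching it, limit read from the data, passing the limit was not always enough; inconclusive = only one of those two criteria met; inactive = neither criterion met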
An asterisk follows results filed as active; ? = inconclusive; / = not tested or not shown; & = joins results of further samples; ! = repeats disagree.

Start of the listing, in advance, nine compounds:
| SMILES | SIRT5 block | S100A4 MyoIIA | DENV2 CPE | PglD inh | E-selectin induc | ERp5 block | C2C12 statin |
| --- | --- | --- | --- | --- | --- | --- | --- |
| Cc1ccc(CN(C)C(=O)c2cc(S(=O)(=O)N3CCOCC3)ccc2F)o1 | -4 | 0 | ? | -3 | / | 6 | -9 |
| O=C1Nc2ccc(F)cc2C12SCCS2 | -2 | 2 | / | / | / | 1 | / |
| COc1ccc(OC)c(NC(=O)c2cc(OC(C)=O)cc(C(=O)Nc3cc(OC)ccc3OC)c2)c1 | -1 | -4 | -2 | 1 | / | 2 | -2 |
| COc1ccc(NC(=O)N(C)C[C@H]2OCCCC[C@@H](C)Oc3ccc(NS(=O)(=O)c4ccc(Cl)cc4)cc3C(=O)N([C@H](C)CO)C[C@@H]2C)cc1 | 2 | 5 | 13 | -3 | 1.3 | 1 | / |
| C[C@H]1CCCCO[C@@H](CN(C)C(=O)C2CCCCC2)[C@@H](C)CN([C@@H](C)CO)C(=O)c2cc(NC(=O)CCC(F)(F)F)ccc2O1 | 8 | 1 | -4 | 0 | -0.3 | 1 | / |
| S=C(NCc1cccc(Cl)c1)NCc1ccco1 | -1 | 5 | 1 | 6 | 0.5 | 2 | -16 |
| CO[C@H]1CN(C)C(=O)c2cc(NC(=O)CC(F)(F)F)ccc2OC[C@H](C)N(S(=O)(=O)c2cn(C)cn2)C[C@@H]1C | / | -3 | 9 | 1 | -0.2 | 5 | -2 |
| Cc1ccc(Nc2nc(NCc3cccs3)nc3ccsc23)c(C)c1 | -8 | 1 | -1 | 2 | -0.2 | 11 | -33 |
| CC(=O)Nc1ccc(NC(=O)c2nccnc2C(=O)O)cn1 | 1 | -3 | 4 | 0 | -0.1 | -3 | 0 |

This part in full, repeating the preview:
| SMILES | SIRT5 block | S100A4 MyoIIA | DENV2 CPE | PglD inh | E-selectin induc | ERp5 block | C2C12 statin |
| --- | --- | --- | --- | --- | --- | --- | --- |
| Cc1ccc(CN(C)C(=O)c2cc(S(=O)(=O)N3CCOCC3)ccc2F)o1 | -4 | 0 | ? | -3 | / | 6 | -9 |
| O=C1Nc2ccc(F)cc2C12SCCS2 | -2 | 2 | / | / | / | 1 | / |
| COc1ccc(OC)c(NC(=O)c2cc(OC(C)=O)cc(C(=O)Nc3cc(OC)ccc3OC)c2)c1 | -1 | -4 | -2 | 1 | / | 2 | -2 |
| COc1ccc(NC(=O)N(C)C[C@H]2OCCCC[C@@H](C)Oc3ccc(NS(=O)(=O)c4ccc(Cl)cc4)cc3C(=O)N([C@H](C)CO)C[C@@H]2C)cc1 | 2 | 5 | 13 | -3 | 1.3 | 1 | / |
| C[C@H]1CCCCO[C@@H](CN(C)C(=O)C2CCCCC2)[C@@H](C)CN([C@@H](C)CO)C(=O)c2cc(NC(=O)CCC(F)(F)F)ccc2O1 | 8 | 1 | -4 | 0 | -0.3 | 1 | / |
| S=C(NCc1cccc(Cl)c1)NCc1ccco1 | -1 | 5 | 1 | 6 | 0.5 | 2 | -16 |
| CO[C@H]1CN(C)C(=O)c2cc(NC(=O)CC(F)(F)F)ccc2OC[C@H](C)N(S(=O)(=O)c2cn(C)cn2)C[C@@H]1C | / | -3 | 9 | 1 | -0.2 | 5 | -2 |
| Cc1ccc(Nc2nc(NCc3cccs3)nc3ccsc23)c(C)c1 | -8 | 1 | -1 | 2 | -0.2 | 11 | -33 |
| CC(=O)Nc1ccc(NC(=O)c2nccnc2C(=O)O)cn1 | 1 | -3 | 4 | 0 | -0.1 | -3 | 0 |
| Cc1ccc(C(=O)CCC(=O)Nc2ccc(C)cn2)cc1 | -1 | 0 | 2 | -2 | / | 7 | 0 |
| CN1CCN(C(=O)C[C@H]2CC[C@H]3[C@@H](COc4ccc(NC(=O)C5CCCCC5)cc4C(=O)N3C)O2)CC1 | -1 | 3 | 4 | 1 | 0.1 | -2 | -6 |
| CCCn1c(N)c(C(=O)CSc2nnc(C3CC3)n2-c2ccccc2)c(=O)[nH]c1=O | -2 | -2 | 2 | 1 | / | 0 | 13 |
| COc1ccc(NC(=O)CCNC(=O)Cn2cnc3ccccc3c2=O)cc1OC | -2 | -3 | 0 | -4 | 0.0 | 2 | 11 |
| C[C@H](NC(=O)C[C@H]1CC[C@H]2[C@@H](COC[C@H](O)CN2Cc2cc(F)ccc2F)O1)c1ccccc1 | 3 | 14 | -1 | 3 | 0.0 | 0 | -34 |
| COc1cc(NC(=O)c2ccco2)c(OC)cc1NC(=O)Nc1cccc(Cl)c1 | -4 | -2 | -3 | -11 | / | 6 | -30 |
| CCN(CC(=O)Nc1c(F)cccc1F)C(=O)CCN1C(=O)C2CCCCC2C1=O (centres undefined) | 4 | -3 | -7 | / | -1.9 | -4 | / |
| CC1=Nc2ccccc2N=C(NC(=O)c2ccccc2)C1c1ccccc1 (centres undefined) | 13 | 5 | -3 | -6 | / | 0 | 0 |
| COc1ccc(S(=O)(=O)Nc2ccc3c(c2)C(=O)N([C@@H](C)CO)C[C@H](C)[C@H](CN(C)CC2CC2)O3)cc1 | 27*! | 1&-7 | 0&-11 | 6&4 | 0.2&-0.1 | -1&0 | -10&-8 |
| O=C(C1CCOCC1)N1CC(=O)N2[C@@H](CO)[C@H](c3ccc(C4=CCCC4)cc3)[C@@H]2C1 | 4 | 5 | 18 | / | 0.0 | 2 | / |
| Cc1ccc(Cn2nnc3c(=O)n(CC(=O)c4ccccc4)cnc32)cc1 | -2 | -2 | 2 | 6 | -0.6 | 4 | 14 |
| Cc1cccc(-c2cc(N)n(-c3ccccc3)n2)c1 | -2 | 8 | -4 | 11 | 5.7 | 4 | -12 |
| CCOc1ccc(-n2c(C)cc(/C=N/N(C)C)c2C)cc1 | 3 | -8 | 1 | / | / | -2 | / |
| Cc1cc(C)c(C(=O)CSc2nnc(C)c(=O)[nH]2)cc1C | -1 | 7 | / | / | / | -2 | / |
| Cc1cccc(C)c1NC(=O)N1CC(C)OC(C)C1 (centres undefined) | -3 | -8 | -5 | 1 | 0.6 | -1 | -7 |
| COc1ccccc1Oc1ccc(N/C=C/C(=O)C(C)(C)C)cc1 | -6 | -12 | -3 | / | -9.1 | -1 | / |
| C=CCn1c2ccccc2c2nn(C)c(=S)nc21 | 0 | 1 | -2 | -2 | 1.0 | 0 | -10 |
| C[C@@H]1CN([C@H](C)CO)C(=O)c2cccc(NC(=O)c3nc4ccccc4s3)c2O[C@@H]1CN(C)C(=O)Nc1ccccc1 | 11 | -2 | -3 | 1 | 0.7 | 1 | 12 |
| Cc1cccc(NC(=S)N2CCN(C(=O)c3ccco3)CC2)c1C | 0 | -6 | -3 | -4 | 0.2 | 1 | 4 |
| O=C(C[C@@H]1C/C=C\C[C@@H](NC(=O)OCC2c3ccccc3-c3ccccc32)C(=O)OCCNC1=O)N[C@@H](CO)Cc1ccccc1 | -5 | -3 | 5 | 1 | -0.8 | -2 | -8 |
| CC(OC(=O)c1ccccn1)C(=O)Nc1ccc(C(F)(F)F)cc1 (centres undefined) | -3 | -4 | 2 | 3 | 3.3 | 0 | 7 |
| c1cnn(-c2cncc(-n3cccn3)n2)c1 | 1 | -1 | / | / | 0.0 | 9 | / |
| COc1cccc(NC(=O)N(C)C[C@@H]2Oc3cc(C#Cc4ccncc4)ccc3S(=O)(=O)N([C@@H](C)CO)C[C@H]2C)c1 | 6 | -14 | 15 | 2 | -0.3 | -6 | / |
| CC(CC(=O)OCC(=O)NCc1ccc(Cl)cc1)c1ccccc1 (centres undefined) | 1 | 0 | -7 | -1 | / | 0 | -2 |
| COc1c(/C=N/NS(=O)(=O)c2ccc(C)cc2)c(CCN(C)C(C)=O)cc2c1OCO2 | -5 | -1 | 1 | 3 | / | -1 | 9 |
| Cc1ccc2c(C(=O)CN3CCC(C(N)=O)CC3)c(C)[nH]c2c1 | -3 | 0 | / | 3 | / | 4 | -13 |
| CN(Cc1cc(Cl)cc(Cl)c1O)Cc1c(O)ccc2ccccc12 | / | -2 | 3 | -3 | 0.1 | 1 | 7 |
| Cc1ccc(C(=O)OCC(=O)N(Cc2ccccc2)C(C)C)cc1C | / | 3 | -3 | / | -0.2 | -3 | / |
| COc1ccc(CNC(=O)c2ccc(Cl)c(NC3=NC4CS(=O)(=O)CC4S3)c2)cc1 (centres undefined) | -4 | -4 | 1 | 4 | -0.1 | 9 | 6 |
| O=C(Nc1cccc2ccccc12)C1CCN(C(=O)NCc2ccccc2)CC1 | / | / | / | 0 | -1.3 | / | 38 |
| CCn1c(C)nc([N+](=O)[O-])c1Sc1ccc(F)cc1 | -8 | 9 | 3 | / | 1.7 | 2 | / |
| COc1ccc(-c2oc3ccc(-c4cc(OC)c(OC)c(OC)c4)cc3c2C(=O)c2ccc(OC)nc2)cc1 | -9 | 3 | / | 3 | 0.0 | 3 | 8 |
| CCN1CCN(C(=O)Nc2ccc(OC)cc2OC)CC1 | 1 | -5 | 2 | / | / | 5 | / |
| COc1ccc(-c2noc(CCC(=O)N3CCN(c4cccc(OC)c4)CC3)n2)cc1 | / | -4 | -5 | -1 | -0.2 | -5 | 1 |
| CCc1ccccc1NC(=O)CN(C)S(=O)(=O)c1ccc(-c2ccc(=O)[nH]n2)s1 | -2 | 1 | 1 | -6 | / | -7 | -1 |
| CN1C(=O)/C(=C/c2ccc(OC(=O)c3ccco3)cc2)SC1=S | -2 | 3 | 1 | 0 | / | 1 | 6 |
| COc1ccc2c(c1)CCc1c(C(=O)N3CCOCC3)noc1-2 | 0 | 4 | -9 | 0 | / | -2 | 4 |
| COc1ccc(-c2csc(Nc3cccc(C)n3)n2)cc1C | -1 | -2 | -2 | 0 | / | 0 | -4 |
| O=C(Cn1cnc2cc([N+](=O)[O-])ccc2c1=O)Nc1ccccc1Cl | -2 | 17 | -5 | 1 | / | 4 | / |
| CCCCN(CC(=O)NCc1ccc(Cl)cc1)S(=O)(=O)c1ccc2c(c1)OCCO2 | / | 0 | 12 | 0 | / | ? | / |
| C[C@H](NC(=O)C1CCN(C(=O)[C@@H]2CCCN2C(=O)OC(C)(C)C)CC1)C(=O)NCc1ccc(F)cc1 | -3 | -5 | -15 | 7 | / | 8 | -4 |

(further entries)
| SMILES | SIRT5 block | S100A4 MyoIIA | DENV2 CPE | PglD inh | E-selectin induc | ERp5 block | C2C12 statin |
| --- | --- | --- | --- | --- | --- | --- | --- |
| Cn1c(N=Nc2ccccc2)nc2ccccc21 | 6 | -1 | 8 | -8 | / | 1 | / |
| O=C(CSc1ccc(-c2cccnc2)nn1)Nc1ccc(F)c(F)c1 | 0 | 3 | -2 | 4 | -0.2 | 1 | -2 |
| O=C(Nc1nnc(S(=O)(=O)N2CCCCC2)s1)c1ccccc1Br | 1 | 0 | -8 | 1 | 0.7 | -2 | -13 |
| CC(C)(C)c1ccc(OCC(=O)NNC(=O)C2CCCO2)cc1 (centres undefined) | 1 | -1 | -7 | / | / | -5 | / |
| O=C(O)c1cccnc1Sc1ccccc1Cl | -6 | -4 | 6 | -2 | / | 2 | -4 |
| O=C(NCc1cccnc1)c1cc(C2CCCCN2C(=O)c2ccccc2)on1 (centres undefined) | 4 | 8 | -7 | -3 | -0.2 | 0 | -5 |
| C[C@@H]1CCCCO[C@H](CN(C)C(=O)Nc2ccc3c(c2)OCO3)[C@H](C)CN([C@@H](C)CO)C(=O)c2cc(NS(C)(=O)=O)ccc2O1 | -3 | 11 | -7 | 4 | 0.0 | 4 | / |
| CS(=O)(=O)c1ccc(Cl)c(NC(=O)CCl)c1 | -4 | 0 | 6 | / | / | -1 | / |
| CNC(=O)c1ccc(C)c(NC(=O)C2=C(C)OCCS2)c1 | -2 | 1 | 2 | -1 | 0.1 | -7 | -4 |
| CCCS(=O)(=O)N1CCN=C1SCc1cccc(F)c1 | 5 | -1 | 16 | 2 | / | -2 | 8 |
| CCOC(=O)Cn1c(=O)cc(C)c2ccccc21 | 1 | 2 | 0 | / | 3.6 | 0 | / |
| Cc1cc(Br)ccc1OCCCCN1CCCCC1 | -8 | 1 | 17 | -2 | / | -2 | / |

These rows are one share of the data; the hit share may differ from the screen's.
